Bioassay records deposited in PubChem BioAssay by several laboratories.
MBD2 DNA inh: MBD2-methylated oligo binding inhibition. TR-FRET, MBD2 binding to methylated oligonucleotide. inhibition, % at 4.4 µM. 370,000 compounds, 0.31% hits. AID 686964; in the data active = inhibition above about 13%
Target sequence (Q9UBB5 whole entry, looked up): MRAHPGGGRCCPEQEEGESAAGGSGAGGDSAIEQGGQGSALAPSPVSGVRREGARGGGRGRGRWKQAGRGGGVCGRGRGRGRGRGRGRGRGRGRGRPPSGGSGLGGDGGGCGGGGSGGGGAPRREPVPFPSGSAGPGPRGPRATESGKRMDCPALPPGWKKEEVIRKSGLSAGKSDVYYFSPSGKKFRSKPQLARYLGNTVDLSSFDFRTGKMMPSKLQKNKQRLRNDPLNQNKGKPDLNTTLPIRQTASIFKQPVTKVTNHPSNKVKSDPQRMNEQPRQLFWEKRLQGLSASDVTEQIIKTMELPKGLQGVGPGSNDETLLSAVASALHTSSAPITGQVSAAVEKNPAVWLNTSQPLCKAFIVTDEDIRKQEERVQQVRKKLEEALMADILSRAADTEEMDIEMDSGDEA
hgDAF12 agonist: hgDAF-12 agonism, primary luciferase screen. activation, % at 6.8 µM. 370,000 compounds, 1.8% hits. AID 687014. HEK293 GAL4-hgDAF12 UAS-luciferase reporter, agonist luminescence; normalized to butyrate control;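 active = activation above a cutoff set at the mean of all screened compounds plus 3 SD, cut at about 10% in these data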;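 note: 0% = DMSO wells and 100% = sodium butyrate wells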
hcDAF-12 act: activators of H. contortus DAF-12 nuclear receptor. HEK293 hcDAF-12 lit1-tk-luc reporter, luminescence; 0% DMSO, 100% Δ7-dafachronic acid. 370,000 compounds, 1.4% hits. activation, % at 6.8 µM. AID 652067;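 active = activation above the mean of all tested compounds plus 3 SD, cut at about 5.5% in these data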;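 note: 100% = response to 3 µM Δ7-dafachronic acid high control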
SMARCA2 activ: SMARCA2 function activation, primary screen; MG213 cells, MMTV-luciferase reporter, dexamethasone, overnight; activation, % at 9.1 µM; 370,000 compounds, 1% hits; AID 652017; in the data active = activation above about 7.8%;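 note: 0% = vehicle wells and 100% = reference activator wells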
ADAM17 inh: inhibitors of human ADAM17; recombinant ADAM17, EDANS/DABCYL FRET peptide cleavage; AID 720648; inhibition, % at 6.95 µM; 370,000 compounds, 0.83% hits;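 active = inhibition above the mean of compounds lying between control limits plus 3 SD, set per campaign, cut at about 8.5% in these data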;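 note: 0% = DMSO-only wells as the low control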
DAX1 inh-1: DAX1 (NR0B1) inhibition, primary screen; HEK293T StAR-luciferase reporter, SF-1/DAX-1 repression relief; inhibition, % at 6.8 µM; 370,000 compounds, 1.1% hits; AID 652010;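 active = inhibition above the mean over all tested compounds plus 3 SD, cut at about 3.6% in these data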;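 note: 0% = DAX-1 cells with DMSO and 100% = cells lacking DAX-1 with DMSO; higher inhibition means more luminescence from relief of DAX-1 repression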
PLC-gamma1 inh: PLC-gamma1 (human) inhibition, primary screen; P19174; 370,000 compounds, 0.84% hits; inhibition, % at 12.2 µM; purified PLC-gamma1, fluorogenic substrate, fluorescence; in the data active = inhibition above about 9.5%
NR1D1 modulator: modulators of human Rev-erb alpha DNA binding; P20393; Rev-erbα–FITC-DNA binding, fluorescence polarization, 90 min; activity, % at 10 µM; 370,000 compounds, 0.79% hits;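 active = activity above about 14%, limit read from the data; passing the limit was not always enough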;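 note: 0% = DMSO wells with 35 nM protein and 100% = DMSO wells with 750 nM protein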
Target sequence (P20393 whole entry, looked up): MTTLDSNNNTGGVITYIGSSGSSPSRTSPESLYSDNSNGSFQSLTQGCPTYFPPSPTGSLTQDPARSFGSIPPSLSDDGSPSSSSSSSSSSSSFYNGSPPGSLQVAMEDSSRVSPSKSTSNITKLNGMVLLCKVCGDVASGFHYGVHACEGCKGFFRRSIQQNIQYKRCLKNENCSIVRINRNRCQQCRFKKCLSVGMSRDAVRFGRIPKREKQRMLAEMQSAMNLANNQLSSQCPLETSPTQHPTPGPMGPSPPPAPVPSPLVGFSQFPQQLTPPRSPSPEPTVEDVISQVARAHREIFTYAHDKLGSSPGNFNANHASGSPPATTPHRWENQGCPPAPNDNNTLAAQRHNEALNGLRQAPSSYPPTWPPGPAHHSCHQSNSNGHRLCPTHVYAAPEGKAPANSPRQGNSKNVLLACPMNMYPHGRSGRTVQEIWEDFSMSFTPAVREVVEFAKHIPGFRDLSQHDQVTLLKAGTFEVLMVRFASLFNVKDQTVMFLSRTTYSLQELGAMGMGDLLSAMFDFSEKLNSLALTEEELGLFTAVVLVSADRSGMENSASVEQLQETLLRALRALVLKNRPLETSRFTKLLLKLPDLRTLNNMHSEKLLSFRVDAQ
DAX1 inh-2: NR0B1 (DAX1) inhibition. 340,000 compounds, 0.99% hits. AID 504766. HEK293 Gal4-DAX1 luciferase reporter, luminescence. inhibition, % at 6.75 µM;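 active = inhibition above the mean over all tested compounds plus 3 SD, cut at about 4.2% in these data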;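 note: 0% = DAX1-transfected cells with DMSO and 100% = empty-vector control cells with DMSO; inhibition shows as a rise in luminescence from relieved DAX1 repression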
PLCb3 inh: PLC-beta3 (human) inhibition, primary screen; Purified PLC-beta3, fluorogenic substrate, fluorescence; inhibition, % at 12.2 µM; 370,000 compounds, 0.18% hits; AID 720704; in the data active = inhibition above about 11%;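 note: 0% = median of compound wells on plate and 100% = full blocker control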
ssDAF-12 act: activators of S. stercoralis DAF-12 nuclear receptor; 370,000 compounds, 1% hits; AID 652126; activation, % at 6.8 µM; HEK293 ssDAF-12/GRIP1 lit1-tk-luc reporter, luminescence; % of 3 µM dafachronic acid response;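 active = activation above the mean over all tested compounds plus 3 SD, cut at about 0.9% in these data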;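 note: 0% = DMSO-only wells and 100% = 3 µM delta7-dafachronic acid wells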
The depositor's hits bear a star.

CN(CC(=O)Nc1ccc2c(c1)OCCO2)S(=O)(=O)c1ccc(Br)s1 was read as MBD2 DNA inh 4, hgDAF12 agonist 0.2, hcDAF-12 act -1.5, SMARCA2 activ -1, ADAM17 inh -5, DAX1 inh-1 -0.1, PLC-gamma1 inh -1, NR1D1 modulator -2, DAX1 inh-2 0.1, PLCb3 inh 1 and ssDAF-12 act -1.1.
For C[C@H](NC(=O)c1cc2cc(Cl)ccc2n1C)C(=O)N1CCC[C@H]1C(=O)O the results were MBD2 DNA inh -4, hgDAF12 agonist 1.2, hcDAF-12 act -1.2, SMARCA2 activ -1, ADAM17 inh -2, DAX1 inh-1 -0.5, PLC-gamma1 inh 1, NR1D1 modulator 2, DAX1 inh-2 3.8, PLCb3 inh -2 and ssDAF-12 act -0.8.
For Cc1ccc(C(=S)N2CCCCCC2)cc1 the results were MBD2 DNA inh -4, hgDAF12 agonist 4.3, hcDAF-12 act -2.3, SMARCA2 activ 1, ADAM17 inh -3, DAX1 inh-1 0.0, PLC-gamma1 inh 2, NR1D1 modulator 4, DAX1 inh-2 1.0, PLCb3 inh -5 and ssDAF-12 act -0.4.
For O=S(=O)(NCC(c1ccco1)N1CCN(c2ccccc2)CC1)c1ccc(F)cc1 (centres undefined) the results were MBD2 DNA inh -4, hgDAF12 agonist -0.3, hcDAF-12 act -1.8, SMARCA2 activ 0, ADAM17 inh 2, DAX1 inh-1 -0.5, PLC-gamma1 inh 3, NR1D1 modulator 2, DAX1 inh-2 -1.2, PLCb3 inh 5 and ssDAF-12 act -0.8.
Screening Cc1cc(C)n2ncc(C(=O)O)c2n1 returned MBD2 DNA inh -1, hgDAF12 agonist 3.5, hcDAF-12 act 0.4, SMARCA2 activ 2, ADAM17 inh -12, DAX1 inh-1 -0.5, PLC-gamma1 inh -23, NR1D1 modulator -6, DAX1 inh-2 1.2, PLCb3 inh -28 and ssDAF-12 act -1.7.
COc1ccccc1C(=O)NNC(=O)C1CC=CCC1 (centres undefined) was read as MBD2 DNA inh -6, hgDAF12 agonist 3.1, hcDAF-12 act 7.2*, SMARCA2 activ 2, ADAM17 inh -1, DAX1 inh-1 0.1, PLC-gamma1 inh 1, NR1D1 modulator -3, DAX1 inh-2 2.5, PLCb3 inh -1 and ssDAF-12 act 4.0*.
For CSc1ccccc1NC(=O)c1cccc(S(=O)(=O)N2CCN(C)CC2)c1 the results were MBD2 DNA inh -4, hgDAF12 agonist 0.1, hcDAF-12 act -1.4, SMARCA2 activ -3, ADAM17 inh -2, DAX1 inh-1 -0.9, PLC-gamma1 inh 0, NR1D1 modulator 1, DAX1 inh-2 0.7, PLCb3 inh -5 and ssDAF-12 act -1.5.
Screening CC(=O)c1ccccc1OCC(O)Cn1ccnc1 (centres undefined) returned MBD2 DNA inh 0, hgDAF12 agonist -1.3, hcDAF-12 act -1.4, SMARCA2 activ 2, ADAM17 inh 0, DAX1 inh-1 -0.1, PLC-gamma1 inh 5, NR1D1 modulator 9, DAX1 inh-2 2.5, PLCb3 inh -2 and ssDAF-12 act -0.9.
For CN(NC1OC(=O)c2ccccc21)c1ncc(Cl)cc1C(F)(F)F (centres undefined) the results were MBD2 DNA inh 3, hgDAF12 agonist 0.5, hcDAF-12 act 0.1, SMARCA2 activ -2, ADAM17 inh -2, DAX1 inh-1 -0.6, PLC-gamma1 inh 0, NR1D1 modulator -6, PLCb3 inh -12 and ssDAF-12 act -1.1.
Screening CC#CCCC(=O)N1C=Cc2ccccc2C1C#N (centres undefined) returned MBD2 DNA inh -3, hgDAF12 agonist 0.7, hcDAF-12 act -0.3, SMARCA2 activ 1, ADAM17 inh -3, DAX1 inh-1 -1.1, PLC-gamma1 inh -1, NR1D1 modulator 5, DAX1 inh-2 -0.3, PLCb3 inh 1 and ssDAF-12 act -1.4.
Screening COc1ccc(C(=O)C2CCN(C(=O)Nc3ccc(C)cc3)CC2)cc1 returned MBD2 DNA inh -4, hgDAF12 agonist 0.7, hcDAF-12 act -1.8, SMARCA2 activ -2, ADAM17 inh -4, DAX1 inh-1 -0.3, PLC-gamma1 inh 0, NR1D1 modulator -6, DAX1 inh-2 -0.1, PLCb3 inh -3 and ssDAF-12 act -0.6.
`O=C(c1ccccc1)c1ccc2nc(-c3ccco3)c(-c3ccco3)nc2c1` gave MBD2 DNA inh -3, hgDAF12 agonist 4.7, hcDAF-12 act 0.5, SMARCA2 activ 3, ADAM17 inh -6, DAX1 inh-1 1.1, PLC-gamma1 inh -56, NR1D1 modulator -22, DAX1 inh-2 -0.5, PLCb3 inh -99 and ssDAF-12 act -0.2.
`Cc1nn(S(=O)(=O)N2CCCCC2)c(C)c1Br` gave MBD2 DNA inh 1, hgDAF12 agonist -0.4, hcDAF-12 act -1.7, SMARCA2 activ -1, ADAM17 inh -1, DAX1 inh-1 0.2, PLC-gamma1 inh 3, NR1D1 modulator -2, DAX1 inh-2 -0.1, PLCb3 inh 2 and ssDAF-12 act -0.9.
`Cn1c(SCC(=O)N2CCCCCC2)nc2c(c1=O)SCC2` gave MBD2 DNA inh -2, hgDAF12 agonist 0.3, hcDAF-12 act -1.7, SMARCA2 activ -4, ADAM17 inh 3, DAX1 inh-1 -0.4, PLC-gamma1 inh 0, NR1D1 modulator 8, DAX1 inh-2 -0.4, PLCb3 inh -2 and ssDAF-12 act -1.2.
Screening O=C(C1=C(O)C(=O)N(Cc2ccco2)C1c1cccnc1)c1cc2ccccc2o1 (centres undefined) returned MBD2 DNA inh -5, hgDAF12 agonist -1.6, hcDAF-12 act 0.6, SMARCA2 activ 1, ADAM17 inh -10, DAX1 inh-1 0.5, PLC-gamma1 inh -15, NR1D1 modulator -2, DAX1 inh-2 0.5, PLCb3 inh -19 and ssDAF-12 act -1.4.
`COc1ccc(NC(=O)Nc2ccc(OCc3ccccc3)cc2)cn1` gave MBD2 DNA inh 2, hgDAF12 agonist -0.1, hcDAF-12 act -1.7, SMARCA2 activ -2, ADAM17 inh 1, DAX1 inh-1 -0.3, PLC-gamma1 inh 0, NR1D1 modulator 1, DAX1 inh-2 -2.6, PLCb3 inh -6 and ssDAF-12 act -1.4.
Screening COc1ccc(N(Cc2ccccc2)N=O)cc1 returned MBD2 DNA inh 5, hgDAF12 agonist -0.8, hcDAF-12 act 2.3, SMARCA2 activ 0, ADAM17 inh -7, DAX1 inh-1 -0.8, PLC-gamma1 inh -4, NR1D1 modulator -1, DAX1 inh-2 -2.0, PLCb3 inh -3 and ssDAF-12 act -1.2.
For COc1ccc(CC(O)CC2c3c(cc4c(c3OC)OCO4)CCN2C)cc1 (centres undefined) the results were MBD2 DNA inh 2, hgDAF12 agonist 3.0, hcDAF-12 act -1.8, SMARCA2 activ 4, ADAM17 inh -1, DAX1 inh-1 0.4, PLC-gamma1 inh -6, NR1D1 modulator 5, DAX1 inh-2 1.1, PLCb3 inh -6 and ssDAF-12 act -0.7.
`O=C(O)c1ccc2oc(=O)c(S(=O)(=O)c3ccccc3)cc2c1` gave MBD2 DNA inh -2, hgDAF12 agonist 3.1, hcDAF-12 act -0.5, SMARCA2 activ 0, ADAM17 inh -4, DAX1 inh-1 0.0, PLC-gamma1 inh -124, NR1D1 modulator -6, DAX1 inh-2 2.8, PLCb3 inh -157 and ssDAF-12 act -1.1.
O=S(=O)(c1cnccc1N1CCN(CCO)CC1)N1CCCCC1 was read as MBD2 DNA inh 6, hgDAF12 agonist 0.6, hcDAF-12 act 0.6, SMARCA2 activ 0, ADAM17 inh -4, DAX1 inh-1 0.2, PLC-gamma1 inh -1, NR1D1 modulator -2, DAX1 inh-2 0.5, PLCb3 inh -8 and ssDAF-12 act -1.0.
For Cc1ccc(S(=O)(=O)N2C[C@H]3[C@H]4C(=O)N(c5ccccc5)C(=O)[C@H]4C[C@H](OC(=O)Nc4c(C)noc4C)[C@@]3(O)C2)cc1 the results were MBD2 DNA inh 1, hgDAF12 agonist 1.7, hcDAF-12 act -0.7, SMARCA2 activ 4, ADAM17 inh -1, DAX1 inh-1 0.6, PLC-gamma1 inh 4, NR1D1 modulator -1, DAX1 inh-2 1.1, PLCb3 inh 0 and ssDAF-12 act -0.5.
CC(C)CC1(C)CNC(=O)NC1 was read as MBD2 DNA inh -3, hgDAF12 agonist -4.8, hcDAF-12 act -0.7, SMARCA2 activ -2, ADAM17 inh 3, DAX1 inh-1 1.5, PLC-gamma1 inh 4, NR1D1 modulator 2, DAX1 inh-2 1.3, PLCb3 inh 6 and ssDAF-12 act -1.5.
CCCNc1nc(C)cc(-c2cc(C(=O)NC3CCCC3)on2)n1 was read as MBD2 DNA inh -4, hgDAF12 agonist 0.7, hcDAF-12 act -2.0, SMARCA2 activ 0, ADAM17 inh 1, DAX1 inh-1 0.1, PLC-gamma1 inh -3, NR1D1 modulator -1, DAX1 inh-2 0.2, PLCb3 inh -10 and ssDAF-12 act -1.6.
For Cc1ccc(S(=O)(=O)NC2CCCC(C(=O)O)C2)cc1 (centres undefined) the results were MBD2 DNA inh 2, hgDAF12 agonist 0.3, hcDAF-12 act -1.9, SMARCA2 activ -1, ADAM17 inh -3, DAX1 inh-1 -0.8, PLC-gamma1 inh 2, NR1D1 modulator -2, DAX1 inh-2 0.0, PLCb3 inh -1 and ssDAF-12 act -1.5.
Screening CCN(CC)c1ccc(/C=N/Nc2cccc(C)c2)c(O)c1 returned MBD2 DNA inh -5, hgDAF12 agonist 3.9, hcDAF-12 act 2.4, SMARCA2 activ 5, ADAM17 inh 4, DAX1 inh-1 0.4, PLC-gamma1 inh -32, NR1D1 modulator 1, DAX1 inh-2 0.1, PLCb3 inh -40 and ssDAF-12 act 0.4.
O=C1CN(C(=O)COC(=O)CCC(=O)c2ccc(F)cc2)c2ccccc2N1 was read as MBD2 DNA inh 4, hgDAF12 agonist 7.4, hcDAF-12 act -0.7, SMARCA2 activ 4, ADAM17 inh -2, DAX1 inh-1 -1.3, PLC-gamma1 inh -1, NR1D1 modulator -1, DAX1 inh-2 -0.8, PLCb3 inh 1 and ssDAF-12 act -0.3.

3 structures already listed, arranged by SMILES length, rising.
`Cc1nn(S(=O)(=O)N2CCCCC2)c(C)c1Br` gave MBD2 DNA inh 1, hgDAF12 agonist -0.4, hcDAF-12 act -1.7, SMARCA2 activ -1, ADAM17 inh -1, DAX1 inh-1 0.2, PLC-gamma1 inh 3, NR1D1 modulator -2, DAX1 inh-2 -0.1, PLCb3 inh 2 and ssDAF-12 act -0.9.
`Cn1c(SCC(=O)N2CCCCCC2)nc2c(c1=O)SCC2` gave MBD2 DNA inh -2, hgDAF12 agonist 0.3, hcDAF-12 act -1.7, SMARCA2 activ -4, ADAM17 inh 3, DAX1 inh-1 -0.4, PLC-gamma1 inh 0, NR1D1 modulator 8, DAX1 inh-2 -0.4, PLCb3 inh -2 and ssDAF-12 act -1.2.
For Cc1ccc(S(=O)(=O)NC2CCCC(C(=O)O)C2)cc1 (centres undefined) the results were MBD2 DNA inh 2, hgDAF12 agonist 0.3, hcDAF-12 act -1.9, SMARCA2 activ -1, ADAM17 inh -3, DAX1 inh-1 -0.8, PLC-gamma1 inh 2, NR1D1 modulator -2, DAX1 inh-2 0.0, PLCb3 inh -1 and ssDAF-12 act -1.5.
